BioA inh = blocks M. tuberculosis BioA enzyme activity; purified M. tuberculosis BioA enzyme, plate reader; inhibition, % at 9.99 µM; 360,000 compounds, 0.096% hits; in the data active means inhibition above about 40%
MazEF act = activators of E. coli MazEF toxin-antitoxin RNase; P0AE70; FAM/BHQ RNA-DNA oligo cleavage fluorescence, 5 h; activation, % at 20 µM; 350,000 compounds, 0.32% hits; AID 504720; in the data active means activation above about 50%
Target sequence (P0AE70 whole entry, looked up): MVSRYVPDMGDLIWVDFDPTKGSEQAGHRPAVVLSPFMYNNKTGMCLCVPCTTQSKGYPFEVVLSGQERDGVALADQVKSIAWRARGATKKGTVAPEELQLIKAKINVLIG
SARS 3CLpro inh = SARS-CoV 3CLpro protease inhibition; P0C6X7; recombinant SARS-CoV 3CLpro, quenched FRET peptide cleavage; inhibition, % at 6 µM; 290,000 compounds, 0.14% hits; in the data active means inhibition above about 12%
UGM FP inh = blocks M. tuberculosis UGM enzyme; P9WIQ1; inhibition, % at 10 µM; 320,000 compounds, 0.06% hits; purified UGM, fluorescence polarization probe displacement; in the data active means inhibition above about 10%, passing the limit was not always enough
Target sequence (P9WIQ1 whole entry, looked up): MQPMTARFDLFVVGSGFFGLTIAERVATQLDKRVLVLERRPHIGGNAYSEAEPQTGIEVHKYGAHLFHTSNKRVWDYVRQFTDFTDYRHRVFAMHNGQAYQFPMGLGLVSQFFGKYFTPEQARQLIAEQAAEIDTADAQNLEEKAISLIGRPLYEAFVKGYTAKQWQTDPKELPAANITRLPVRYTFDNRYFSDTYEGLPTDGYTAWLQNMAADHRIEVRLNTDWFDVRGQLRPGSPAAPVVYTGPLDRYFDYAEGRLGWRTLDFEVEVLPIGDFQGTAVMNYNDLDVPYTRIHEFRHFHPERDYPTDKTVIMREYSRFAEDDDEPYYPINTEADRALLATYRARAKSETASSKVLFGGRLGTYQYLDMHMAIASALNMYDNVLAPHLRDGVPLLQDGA
Rv3671c protease = Rv3671c (M. tuberculosis) protease inhibition; inhibition, % at 5.96 µM; 320,000 compounds, 0.048% hits; in the data active means inhibition above about 38%;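 further: extracellular domain of Rv3671c used as enzyme; 0% = enzyme with DMSO and 100% = no enzyme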
Vc quorum ag = induces V. cholerae light production without autoinducers; V. cholerae BH1578 lux reporter, luminescence, 6 h; activation, % at 18.7 µM; 350,000 compounds, 0.16% hits; AID 588436; in the data active means activation mostly above about 9.7%, no sharp cut-off; further: not every result past the cut was called active; inactives centre near 0; reference of the scale not given here
PriA SSB inh = inhibitors of Klebsiella pneumoniae PriA binding to SSB C-terminal tail. AlphaScreen SSBct-PriA binding, biotinylated peptide. inhibition, % at 33 µM. 430,000 compounds, 0.6% hits; in the data active means inhibition mostly above about 37%, no sharp cut-off; inactive means mostly below about 20%;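 further: plate controls were negative control peptide for no effect and reference peptide for full effect; strong numbers were not always called active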
Mtb FBA inh = inhibitors of M. tuberculosis fructose-bisphosphate aldolase; P9WQA3; purified M. tuberculosis FBA, fluorescence read-out; inhibition, % at 1 µM; 360,000 compounds, 2.3% hits; in the data active means inhibition above about 27%;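 further: 0% = vehicle and 100% = reference inhibitor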
Target sequence (P9WQA3 whole entry, looked up): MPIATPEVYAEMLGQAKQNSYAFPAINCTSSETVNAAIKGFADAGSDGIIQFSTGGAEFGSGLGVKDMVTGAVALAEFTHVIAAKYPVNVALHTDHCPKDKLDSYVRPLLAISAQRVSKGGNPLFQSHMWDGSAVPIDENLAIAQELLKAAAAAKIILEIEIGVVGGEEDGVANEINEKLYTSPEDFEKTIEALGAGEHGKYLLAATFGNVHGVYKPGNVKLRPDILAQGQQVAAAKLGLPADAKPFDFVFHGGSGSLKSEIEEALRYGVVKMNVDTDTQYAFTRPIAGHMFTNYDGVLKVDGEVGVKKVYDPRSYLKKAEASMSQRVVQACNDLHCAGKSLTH
DUSP3 inh = DUSP3 (human) phosphatase inhibition. recombinant VHR phosphatase, pNPP absorbance. AID 1654. P51452. inhibition, % at 13.3 µM. 290,000 compounds, 0.52% hits; in the data active means inhibition above about 50%; further: some compounds called inactive have numbers as strong as hits
Target sequence (P51452 whole entry, looked up): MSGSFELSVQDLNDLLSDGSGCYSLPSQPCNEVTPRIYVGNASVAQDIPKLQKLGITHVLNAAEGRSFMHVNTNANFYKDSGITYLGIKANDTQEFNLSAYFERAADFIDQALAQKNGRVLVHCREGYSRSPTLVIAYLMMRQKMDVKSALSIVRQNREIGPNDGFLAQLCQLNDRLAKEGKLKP
GDH-TPI counter = counter-screen for M. tuberculosis FBA inhibitors: GDH-TPI coupled enzymes. GDH-TPI coupled enzyme counterscreen, NADH absorbance. inhibition, % at 4.8 µM. 360,000 compounds, 1.2% hits. AID 588335; in the data active means inhibition above about 30%;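 further: 0% = DMSO wells and 100% = wells lacking the enzyme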
Active calls of the source: *; & = joins results of further samples.

O=C(/C=C/c1ccc(Br)cc1)c1ccc(NC(=O)c2ccco2)cc1 was read as BioA inh -1.3, MazEF act -26, SARS 3CLpro inh 4, UGM FP inh 1.0, Rv3671c protease -69, Vc quorum ag -0.4, PriA SSB inh 6, Mtb FBA inh 0, DUSP3 inh 38 and GDH-TPI counter 14.
`CC(=O)Nc1ccc(S(=O)(=O)N2CCCC2C(=O)Nc2ccc(F)cc2)cc1` (centres undefined) gave BioA inh -0.9, MazEF act 4, SARS 3CLpro inh -2, UGM FP inh -1.7, Rv3671c protease 1, Vc quorum ag 0.1, PriA SSB inh 2, Mtb FBA inh -1, DUSP3 inh 11 and GDH-TPI counter 0.
`Cc1ccc(S(=O)(=O)N2CCN(C(=O)CN3CCOCC3)C2C(C)C)cc1` (centres undefined) gave BioA inh -1.2, MazEF act 3, SARS 3CLpro inh 1, UGM FP inh -3.0, Rv3671c protease 8, Vc quorum ag inactive, PriA SSB inh -15, Mtb FBA inh 0, DUSP3 inh -4 and GDH-TPI counter 12.
Screening CCCn1c(SCC(=O)Nc2nnc(CC)s2)nnc1-c1ccncc1 returned MazEF act 7, SARS 3CLpro inh 1, UGM FP inh 0.9, Rv3671c protease 4, Vc quorum ag inactive, PriA SSB inh -14, Mtb FBA inh 0, DUSP3 inh -4 and GDH-TPI counter -4.
For NC(=O)Cc1nc2scc(-c3ccccc3)c2c(=O)[nH]1 the results were BioA inh -1.1, MazEF act 2, SARS 3CLpro inh 1, UGM FP inh 0.2, Rv3671c protease -12, Vc quorum ag inactive, PriA SSB inh 0, Mtb FBA inh -3, DUSP3 inh 11 and GDH-TPI counter -4.
`CC(=O)OC1COC(n2c(O)c(N=NC(N)=S)c3ccccc32)C(OC(C)=O)C1OC(C)=O` (centres undefined) gave BioA inh -2.5, MazEF act 10, SARS 3CLpro inh 8, UGM FP inh 0.8, Rv3671c protease -2, Vc quorum ag inactive, PriA SSB inh -3, Mtb FBA inh -9, DUSP3 inh -23 and GDH-TPI counter 17.
O=S(=O)(c1cccc2cccnc12)N1CCN(Cc2ccc3c(c2)OCO3)CC1 was read as MazEF act 2, SARS 3CLpro inh -3, UGM FP inh 2.1, Rv3671c protease -11, Vc quorum ag inactive, PriA SSB inh 2, Mtb FBA inh 1, DUSP3 inh 19 and GDH-TPI counter -2.
N#Cc1c2n(c3c(=O)n(Cc4ccccc4Cl)cnc13)CCCC2 was read as BioA inh -0.2, MazEF act 3, SARS 3CLpro inh 0, UGM FP inh 0.9, Rv3671c protease 2, Vc quorum ag -1.0, PriA SSB inh -15, Mtb FBA inh 0, DUSP3 inh 25 and GDH-TPI counter 4.
For CCOC(=O)Cn1ccc(NC(=O)COc2ccc(F)cc2)n1 the results were BioA inh 6.1, MazEF act 5, SARS 3CLpro inh 2, UGM FP inh -2.3, Rv3671c protease 4, Vc quorum ag -0.2, PriA SSB inh -5, Mtb FBA inh 3, DUSP3 inh 20 and GDH-TPI counter -2.
`Cc1cc(OCC(=O)Nc2ccccc2N2CCOCC2)c(C(C)C)cc1Cl` gave BioA inh -1.3, MazEF act -6, UGM FP inh 2.3, Rv3671c protease -15, Vc quorum ag -0.5, PriA SSB inh -6, Mtb FBA inh 0 and GDH-TPI counter 8.
For Cc1ccc(NC(=O)c2sc(Cl)nc2-c2ccccc2)cc1 the results were BioA inh -0.9, MazEF act 7, SARS 3CLpro inh 0, UGM FP inh 0.0, Rv3671c protease -12, PriA SSB inh -25, Mtb FBA inh 2, DUSP3 inh 19 and GDH-TPI counter 6.
For COCCn1c(=NC(=O)CN2C(=O)CCC2=O)sc2cc(S(N)(=O)=O)ccc21 the results were MazEF act 2, SARS 3CLpro inh -2, UGM FP inh -1.3, Rv3671c protease -5, Vc quorum ag -0.6, PriA SSB inh 3, Mtb FBA inh 0, DUSP3 inh -2 and GDH-TPI counter -7.
For O=C1c2cccc3cccc(c23)C(=O)N1Cc1ccccn1 the results were BioA inh -0.2, MazEF act 1, Vc quorum ag inactive, Mtb FBA inh 32* and GDH-TPI counter 17.
`COc1ccc(Cl)cc1N(CC(=O)N/N=C/c1ccc(OCC(N)=O)cc1)S(C)(=O)=O` gave BioA inh 5.9, MazEF act -11, SARS 3CLpro inh 0, UGM FP inh -1.4, Rv3671c protease 13, Vc quorum ag inactive, Mtb FBA inh 1, DUSP3 inh 12 and GDH-TPI counter -5.
`CCN(/C=N/c1sc2c(c1C#N)CCCCC2)CC` gave BioA inh -1.2, MazEF act 0, SARS 3CLpro inh -4, UGM FP inh -1.1, Rv3671c protease 6, Vc quorum ag inactive, Mtb FBA inh 3, DUSP3 inh 32 and GDH-TPI counter 12.
`COc1ccc(CCNC(=O)C(=O)NCCC2CCCCN2S(=O)(=O)c2cccs2)cc1` (centres undefined) gave BioA inh 1.3, MazEF act -1, UGM FP inh -0.7, Rv3671c protease 1, Vc quorum ag -0.7, PriA SSB inh -19, Mtb FBA inh 6 and GDH-TPI counter 6.
For CC(C)(C)C(=O)CN1C(=O)NC2(CCCc3ccccc32)C1=O (centres undefined) the results were BioA inh 0.1, MazEF act 11, SARS 3CLpro inh 2, UGM FP inh 0.2, Rv3671c protease 0, Vc quorum ag inactive, PriA SSB inh 4, Mtb FBA inh 1, DUSP3 inh 18 and GDH-TPI counter 5.
For Cc1cccc(-n2c(N)c(C(=O)NCCN3CCOCC3)c3nc4ccccc4nc32)c1 the results were MazEF act 13, SARS 3CLpro inh -4, UGM FP inh 0.1, Rv3671c protease -5, PriA SSB inh 5 and DUSP3 inh 19.
COc1ccc(NC(=O)COC(=O)c2ccc(OCc3ccccc3Cl)c(OC)c2)c(OC)c1 was read as BioA inh 0.2, MazEF act -7, SARS 3CLpro inh -7, UGM FP inh 3.3, Rv3671c protease 7, Vc quorum ag -1.1, PriA SSB inh 6, Mtb FBA inh 1, DUSP3 inh 1 and GDH-TPI counter 3.
`CC1(C(=O)NS(=O)(=O)c2ccccc2C(F)(F)F)CCN1C(=O)CCc1cccs1` (centres undefined) gave BioA inh 0.4, Vc quorum ag -0.3, Mtb FBA inh -1 and GDH-TPI counter -10.
CC(C)c1cc(C(=O)O)n[nH]1 was read as BioA inh -0.3, MazEF act 7, SARS 3CLpro inh 4, UGM FP inh -1.1, Rv3671c protease -5, Vc quorum ag inactive, PriA SSB inh 13, Mtb FBA inh 2, DUSP3 inh -6 and GDH-TPI counter 9.
For CC(O)CSc1nc2c(c(=O)[nH]c(=O)n2C)n1CC(O)COc1ccccc1 (centres undefined) the results were MazEF act 11, SARS 3CLpro inh 4, UGM FP inh -2.1, Rv3671c protease 5, Vc quorum ag -0.3, PriA SSB inh -1, Mtb FBA inh -3, DUSP3 inh 12 and GDH-TPI counter 2.
Screening CCc1nnc(NC(=O)C2CCN(c3nccc(C)n3)CC2)s1 returned BioA inh -0.8, MazEF act -6, SARS 3CLpro inh -1, UGM FP inh -0.4, Rv3671c protease 4, Vc quorum ag -0.2, PriA SSB inh -9, Mtb FBA inh 8, DUSP3 inh 7 and GDH-TPI counter -6.
Screening Cc1cccc(CN(C)C[C@H]2OCc3cnnn3CCCC(=O)N([C@@H](C)CO)C[C@@H]2C)c1 returned BioA inh -2.3, MazEF act 7, Vc quorum ag -0.3, Mtb FBA inh 0 and GDH-TPI counter -4.

Grouped by structure: the compounds so far containing an aryl methoxy group
`COc1ccc(Cl)cc1N(CC(=O)N/N=C/c1ccc(OCC(N)=O)cc1)S(C)(=O)=O` gave BioA inh 5.9, MazEF act -11, SARS 3CLpro inh 0, UGM FP inh -1.4, Rv3671c protease 13, Vc quorum ag inactive, Mtb FBA inh 1, DUSP3 inh 12 and GDH-TPI counter -5.
`COc1ccc(CCNC(=O)C(=O)NCCC2CCCCN2S(=O)(=O)c2cccs2)cc1` (centres undefined) gave BioA inh 1.3, MazEF act -1, UGM FP inh -0.7, Rv3671c protease 1, Vc quorum ag -0.7, PriA SSB inh -19, Mtb FBA inh 6 and GDH-TPI counter 6.
COc1ccc(NC(=O)COC(=O)c2ccc(OCc3ccccc3Cl)c(OC)c2)c(OC)c1 was read as BioA inh 0.2, MazEF act -7, SARS 3CLpro inh -7, UGM FP inh 3.3, Rv3671c protease 7, Vc quorum ag -1.1, PriA SSB inh 6, Mtb FBA inh 1, DUSP3 inh 1 and GDH-TPI counter 3.

Remaining list, next part:
Screening Cc1cc2c(cc1C)C(c1ccsc1)CC(=O)N2 (centres undefined) returned MazEF act 5, SARS 3CLpro inh 2, UGM FP inh -0.4, Rv3671c protease -4, Vc quorum ag inactive, PriA SSB inh -31, Mtb FBA inh 0, DUSP3 inh -3 and GDH-TPI counter -3.
For CCOc1ccc2oc(C(=O)NC3CC(C)(C)NC(C)(C)C3)c(C)c2c1 the results were BioA inh 0.4, MazEF act 16, SARS 3CLpro inh 1, UGM FP inh -0.6, Rv3671c protease 1, Vc quorum ag -0.4, PriA SSB inh -13, Mtb FBA inh 22, DUSP3 inh 7 and GDH-TPI counter 2.
Cc1ccc(NC(=O)/C=C/C(=O)O)c(NC(=O)c2ccccc2)c1 was read as BioA inh 0.5, MazEF act 6, SARS 3CLpro inh 0, UGM FP inh -0.5, Rv3671c protease -8, Vc quorum ag 0.3, PriA SSB inh -10, Mtb FBA inh 1, DUSP3 inh -4 and GDH-TPI counter -5.
Cc1csc(CN(C)C(=O)C2CCC(=O)N(CCCc3ccccc3)C2)n1 (centres undefined) was read as BioA inh 0.5, MazEF act -7, SARS 3CLpro inh -3, UGM FP inh 2.1, Rv3671c protease -3, Vc quorum ag 0.9, PriA SSB inh -11, Mtb FBA inh -4, DUSP3 inh -9 and GDH-TPI counter -16.
For COC(=O)c1c(NC(=O)CSc2nnc(Cn3nnc4ccccc43)n2C)sc(C)c1C the results were BioA inh 4.4, MazEF act -4, SARS 3CLpro inh 0, UGM FP inh 2.7, Rv3671c protease 7, Vc quorum ag inactive, PriA SSB inh -2, Mtb FBA inh -1, DUSP3 inh 6 and GDH-TPI counter 14.
Cc1ccc(CNC(=O)C2CCC(=O)N2C(C)C)cc1 (centres undefined) was read as BioA inh -2.7, MazEF act -5, SARS 3CLpro inh 3, UGM FP inh 0.3, Rv3671c protease 2, Vc quorum ag -1.2, PriA SSB inh 1, Mtb FBA inh 3, DUSP3 inh -29 and GDH-TPI counter 6.
`CCOc1ccc(N2C(=O)CC(Sc3nc(O)c(CC)c(=O)[nH]3)C2=O)cc1` (centres undefined) gave BioA inh -0.5, MazEF act 3, UGM FP inh -0.6, Rv3671c protease 0, Vc quorum ag -0.5, PriA SSB inh -1, Mtb FBA inh -2 and GDH-TPI counter 7.
For O=C(NC1CCSc2ccccc21)c1cccc(S(=O)(=O)N2CCOCC2)c1 (centres undefined) the results were MazEF act 2, UGM FP inh -0.6, Rv3671c protease 3, Vc quorum ag -0.3, PriA SSB inh -11, Mtb FBA inh -2 and GDH-TPI counter -3.
Screening Cn1c(CCNC(=O)c2ccco2)nc2ccccc21 returned BioA inh -1.0, MazEF act -1, UGM FP inh 0.0, Rv3671c protease -1, Vc quorum ag inactive, PriA SSB inh -10, Mtb FBA inh -2 and GDH-TPI counter 2.
Screening Cc1nc(N)sc1C(=O)NN returned BioA inh -1.3, MazEF act 5, SARS 3CLpro inh -2, UGM FP inh 1.6, Rv3671c protease -2, Vc quorum ag -1.0, PriA SSB inh -14&0, Mtb FBA inh -1, DUSP3 inh 16 and GDH-TPI counter 11.
For CC(C)(C)NC(=O)NC(=O)COC(=O)C1CCN(S(=O)(=O)c2cccs2)CC1 the results were BioA inh -0.1, MazEF act 10, Rv3671c protease -4, Vc quorum ag inactive, PriA SSB inh -5, Mtb FBA inh -1 and GDH-TPI counter -5.
Screening COc1ccc(OCCCC(=O)Nc2cccc([N+](=O)[O-])c2)cc1 returned BioA inh 1.6, MazEF act 6, SARS 3CLpro inh 1, UGM FP inh 0.6, Rv3671c protease 0, Vc quorum ag -0.2, PriA SSB inh -3, Mtb FBA inh 1, DUSP3 inh -15 and GDH-TPI counter -3.
`O=C(CNC(=O)c1nc[nH]c1C(=O)N1CCc2ccccc2C1)OCc1ccccc1` gave BioA inh -1.1, MazEF act -4, SARS 3CLpro inh 1, UGM FP inh -0.9, Rv3671c protease -4, Vc quorum ag -2.8, PriA SSB inh 23, Mtb FBA inh 3, DUSP3 inh 5 and GDH-TPI counter 17.

The list is partial. The share of hits here may be higher or lower than overall.
